# Compound activity deposited in PubChem by several laboratories.
# NPR1 activator = GC-A (human) enzyme activation; HEK293 GC-A cells, cGMP TR-FRET, EC30 ANP; 0% at EC30 ANP, 100% saturating ANP; activation, % at 10 µM; 0.14% of 370,000 active; in the data active = activation above about 40%
# ASAP1 GAP inh = ASAP1 ArfGAP inhibition. ASAP1-stimulated ARF1 GTP hydrolysis, GDP FP detection. inhibition, % at 16.5 µM. 0.19% of 360,000 active. AID 624377; in the data active = inhibition above about 25%;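 also: 0% = vehicle with enzyme and substrate and 100% = no enzyme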
# ARFGAP1 inh = rat ARFGAP1 inhibition; Arfgap1-stimulated ARF1 GTP hydrolysis, GDP FP detection; inhibition, % at 16.5 µM; 0.26% of 360,000 active;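 active = inhibition above a per-plate limit, mean inhibition of low control wells plus 3 SD, cut at about 25% in these data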;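 also: 0% = DMSO wells with enzyme and 100% = wells lacking Arfgap1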
#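 System: truncated rat Arfgap1 GAP domain / Benchmarks: high control wells lacking Arfgap1, low control full reaction with DMSO / Times: compound-enzyme preincubation 20 min, reaction 120 min, detection 60 min, 25 °C / Repeats: one replicate per compound / Also added: human ARF1(Δ1-17)-GTP substrate / Measured by: Tracer-displacement fluorescence polarization with EDTA stop, 620/688 nm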
# GC-B act = GC-B (human) receptor activation; HEK293-GC-B cells, CNP EC30, cGMP TR-FRET; 0% at EC30 CNP, 100% saturating CNP; activation, % at 10 µM; 0.11% of 370,000 active; AID 1920062;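 active = activation at 10 µM reaching about 35% in either raw or pattern-adjusted values, limit read from the data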
# Target sequence (P20594 whole entry, looked up): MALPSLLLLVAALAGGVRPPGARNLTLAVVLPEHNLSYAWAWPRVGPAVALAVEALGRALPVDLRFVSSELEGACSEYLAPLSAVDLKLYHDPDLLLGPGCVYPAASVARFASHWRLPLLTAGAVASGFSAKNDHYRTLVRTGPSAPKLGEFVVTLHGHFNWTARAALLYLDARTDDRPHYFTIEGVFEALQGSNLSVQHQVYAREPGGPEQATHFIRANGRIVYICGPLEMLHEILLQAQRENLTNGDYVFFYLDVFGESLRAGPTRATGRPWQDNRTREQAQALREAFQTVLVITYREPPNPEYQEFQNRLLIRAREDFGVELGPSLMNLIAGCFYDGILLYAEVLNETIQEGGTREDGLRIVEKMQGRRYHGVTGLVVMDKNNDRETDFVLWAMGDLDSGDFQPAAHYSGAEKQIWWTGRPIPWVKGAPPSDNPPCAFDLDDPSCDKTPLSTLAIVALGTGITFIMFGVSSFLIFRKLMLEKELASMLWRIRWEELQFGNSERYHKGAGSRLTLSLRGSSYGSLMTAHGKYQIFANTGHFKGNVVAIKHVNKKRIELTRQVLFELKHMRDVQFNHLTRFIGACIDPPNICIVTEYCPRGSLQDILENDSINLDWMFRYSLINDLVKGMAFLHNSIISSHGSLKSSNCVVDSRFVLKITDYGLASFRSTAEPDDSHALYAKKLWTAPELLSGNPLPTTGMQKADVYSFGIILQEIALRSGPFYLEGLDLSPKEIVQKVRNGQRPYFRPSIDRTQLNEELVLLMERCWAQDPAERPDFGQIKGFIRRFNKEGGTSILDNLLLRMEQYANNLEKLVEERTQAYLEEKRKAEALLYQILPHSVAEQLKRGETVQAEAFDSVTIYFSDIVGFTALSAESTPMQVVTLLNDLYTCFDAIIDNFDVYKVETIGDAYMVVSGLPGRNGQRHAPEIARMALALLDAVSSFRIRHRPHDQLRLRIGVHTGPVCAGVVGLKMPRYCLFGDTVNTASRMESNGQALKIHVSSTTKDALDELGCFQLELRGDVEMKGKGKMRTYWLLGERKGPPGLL
# DDE Tn6 FP inh = DD(E)-Tn6 binding inhibition, primary FP screen; inhibition, % at 8.3 µM; 0.21% of 370,000 active; P02675; Fibrin DD(E) TRITC-Tn6 fluorescence polarization displacement;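 active = inhibition above a per-campaign cutoff: mean of compounds within control limits plus 3 SD, cut at about 15% in these data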;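 also: 0% = median of all compound wells on the plate and 100% = blocking peptide control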
# proKLK7 act = activators of human kallikrein-7 zymogen | purified proKLK7, EDANS-DABCYL substrate fluorescence; 100% is mature enzyme control, 0% vehicle | AID 652039 | activation, % at 7 µM | 0.9% of 370,000 active;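 active = activation above the mean of all tested compounds plus 3 SD, computed per campaign excluding outliers beyond control limits, cut at about 13% in these data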
# sPLA2-III inh = Inhibits HGIII-sPLA2 liposome hydrolysis, primary screen | QFRET BODIPY PC-A2 liposome hydrolysis, fluorescence | AID 743126 | Q9NZ20 | 0.56% of 370,000 active | inhibition, % at 12.2 µM;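 active = inhibition above mean plus 3 SD of compounds lying within the high and low control bounds, cut at about 19% in these data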;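 also: 0% = median of test compound wells and 100% = no enzyme DMSO wells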
# ADAM10 inh = inhibitors of human ADAM10; AID 720582; inhibition, % at 7 µM; 0.62% of 370,000 active; recombinant ADAM10, EDANS/DABCYL FRET peptide cleavage, 3 h; O14672;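 active = inhibition above a per-campaign cutoff equal to the mean of compounds falling between control-based bounds plus 3 SD, cut at about 20% in these data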;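 also: 0% = DMSO wells while the 100% control is not disclosed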
# GAA850 FXN act = activators of GAA850 frataxin (FXN) promoter. activation, % at 6 µM. 0.56% of 360,000 active. HEK293 lucGAA850 FXN promoter luciferase reporter, 24 h; percent of 10 µM SAHA response;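 active = activation above the average of all compounds screened plus 3 SD, cutoff fixed separately per campaign, cut at about 7.5% in these data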;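 also: 0% = DMSO wells and 100% = 10 µM SAHA wells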
# rCAG binder = molecules binding r(CAG) RNA repeats. AID 651821. 1.3% of 370,000 active. inhibition, % at 3 µM. r(CAG) RNA repeat, TO-PRO-1 dye displacement fluorescence;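 active = inhibition above the plate cutoff, the mean of all test compounds on that plate plus 3 SD, cut at about 35% in these data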;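 also: 0% = DMSO alone and 100% = 100 µM mitoxantrone as full dye displacement; higher means more dye released from RNA so lower well fluorescence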
# Active calls of the source: *; . = not tested or not shown.
# Second line of a record – rCAG binder, sPLA2-III inh, ASAP1 GAP inh, proKLK7 act, ARFGAP1 inh, GC-B act, DDE Tn6 FP inh, ADAM10 inh, NPR1 activator, GAA850 FXN act
> Nc1nnnn1/N=C/C(Br)=C/c1ccccc1
    1, -5, -4, 0.5, 10, 0, -1, -3, 0, -13
> COc1ccccc1NC(=O)CC1C(=O)NCCN1C(=O)Nc1ccc(Cl)c(Cl)c1 (stereo not given)
    16, -26, 1, 0.7, 8, -13, 0, 8, 9, 0.8
> COc1ccc(S(=O)(=O)NCc2ccncc2)cc1NC(=O)c1ccccc1F
    0, 3, 5, -1.2, 7, 4, -5, -12, -5, 0.4
> O=C(COc1ccc(F)cc1Br)N1CCN(c2ncccn2)CC1
    -9, -6, -1, 0.5, 6, -3, 1, -4, 1, -2.1
> O=C(NCc1ccco1)Oc1ccccc1
    1, 6, 5, 0.5, 11, 3, 1, 0, 2, -0.5
> CCOC(=O)N1CCN(C(=S)NC(=O)C2CCCC2)CC1
    -4, 6, 13, 0.4, 6, 5, -9, -6, -2, -0.8
> Cc1ccc(/C=C2\Oc3cc(OC(=O)N4CCOCC4)ccc3C2=O)cc1
    -2, 8, -7, 0.4, 7, 4, -3, -3, 1, 0.9
> CC(c1ccccc1)C1OCC(C[N+]2(C)CCCCC2)O1 (stereo not given)
    -5, 3, 5, -0.4, 16, 1, -3, -1, 2, -2.3
> C[C@@H]1CN([C@H](C)CO)C(=O)CCCn2nncc2CO[C@@H]1CN(C)C(=O)Nc1ccc(N2CCN(C)CC2)cc1
    3, 6, 10, 0.5, 4, 2, -1, 4, -2, -0.1
> Cc1ccc(NC(=O)c2ccccc2SCC(=O)N2CCCC2)cc1S(=O)(=O)N(C)C
    -4, 2, 13, 0.1, -1, 5, 5, -2, -2, 1.4
> CC(C)C[C@H](NC(=O)c1ccco1)C(=O)N1CCC[C@H]1C(=O)NCc1ccccc1
    2, -1, -6, 0.9, 7, 10, -7, -4, 0, .
> CCN(Cc1cn2cccnc2n1)C1CCCCC1
    -2, 2, 12, 12, 1, 2, -7, -414, -2, 1.3
> C=CCn1c(CNc2ccccc2)nnc1SCC(=O)N/N=C/c1ccc(O)cc1O
    5, -40, -6, -0.7, 5, -4, 10, -2, 2, 1.7
> CCc1nc(C(N)=O)c2[nH]c(=O)n(-c3ccccc3F)c2n1
    2, -3, 1, -42, -2, 1, 3, -349, 2, 3.3
> CN(C(=O)c1cccc(S(=O)(=O)NCc2ccccc2)c1)C1CCCCC1
    -1, -17, -1, 0.2, 12, 2, -1, -2, -6, -0.5
> C=CC[C@H](CC(=O)N(CCO)Cc1ccccc1)C(=O)NCCOC(=O)[C@H](CC=C)CC(=O)OC(C)(C)C
    -3, -5, 3, -0.4, 6, 1, -7, 2, -4, -2.2
> CCCn1c(O)c2ccc(C(=O)N=NC(=O)c3cccnc3)cc2c1O
    1, 1, -1, -0.2, 0, -8, 2, 2, -6, -0.1
> COC(=O)C1=C(C(=O)OC)[C@@H]2N(Cc3ccccc3)c3ccccc3[C@@]23C[C@@H](C(=O)OC)N(C(C)=O)C3=N1
    4, 2, 2, 0.4, -1, -18, 5, 4, -17, 0.7
> CCC(=O)N1CCN(c2nc3ccc(Br)cc3s2)CC1
    -4, 6, 0, 0.2, 0, -3, -8, -5, 3, 5.3
> O=C(Nc1cccc(Cl)c1)Nc1nnc(CSCCOc2ccc(Cl)cc2)s1
    7, 1, 8, -0.1, 7, -3, 1, -7, 14, 0.8
> COc1ccc(Cc2nnc(NC(=O)Cn3cnc4c3c(=O)n(C)c(=O)n4C)s2)cc1
    9, -6, 8, 0.2, 5, -1, 6, -2, -4, -1.8
> O=C(Nc1ccc(Nc2ccccc2)cc1)N1CCOCC1
    4, 11, 13, 1.0, 1, -7, 4, 7, -8, 0.5
> Cc1cc(NS(=O)(=O)c2ccc(NC(=O)c3ccc(Cl)nc3)cc2)nc(C)n1
    -2, 14, 0, 0.0, 3, -1, -7, -7, 2, 0.5
> CCOC(=O)C1CCCN(C(=O)c2ccc([N+](=O)[O-])c(C)c2)C1 (stereo not given)
    -1, 4, -2, 0.5, 8, 3, 5, 11, 2, 1.7
> CC1CCCCC1NC(=O)COC(=O)c1ccc(S(=O)(=O)NCc2ccco2)cc1 (stereo not given)
    -1, -11, 4, -0.4, 3, -7, -3, 2, 1, 0.7
> COC(CNC(=O)c1ccc2c3c(onc13)-c1ccccc1C2=O)OC
    8, 15, -12, -0.1, 1, -3, 6, 1, 7, 4.0
> CC(=O)Nc1ccc(C(=O)CSc2nnc(-c3ccccc3F)n2CCc2ccccc2)cc1
    10, -51, 19, -0.3, 4, 7, -5, 9, -1, -1.0
> NC(=O)CNc1n[nH]c(=S)[nH]c1=O
    3, 3, 18, -0.7, 8, 5, -6, -1, -3, 0.8
> CC(C)COP(=O)(OCC(C)C)C(O)c1ccc(F)cc1 (stereo not given)
    0, 4, 18, -0.6, 3, 2, -6, 5, -5, -0.3
> Nn1c(SCC(=O)Nc2ccc(N3CCOCC3)cc2)nnc1-c1cccc(F)c1
    2, 13, -12, 0.2, -4, 2, -3, -10, -1, 1.3
> CCc1ccc2c(c1)[C@]1(C(=O)N2)[C@@H]2C(=O)N(Cc3ccccc3)C(=O)[C@@H]2[C@@H]2CCCN21
    -1, -12, 8, -0.3, -3, -2, -4, -2, -2, -0.3
> O=C(Cc1c[nH]c2ccccc12)Nc1ccc(Nc2cccnc2)cc1
    3, -67, -3, 0.2, 7, 4, 2, -7, -3, .
> COc1cc(OC)c(C#N)c(S(=O)(=O)Cc2ccccc2)c1
    12, 4, -11, -0.5, 6, -3, -7, -6, -2, 0.8
> Cc1cc(NC(=O)c2ccccc2)n(C(C)(C)C)n1
    0, 0, -3, -0.5, -10, 1, 1, 4, 2, -1.8
> CSCCC(NC(=O)c1ccccc1Cl)C(=O)NCC(c1ccc(F)cc1)N1CCOCC1 (stereo not given)
    -2, -1, -8, 0.1, 7, 0, 4, -3, -3, -0.9
> O=C(CN1C(=O)C2C3C=CC(C3)C2C1=O)OCC(=O)c1ccc([N+](=O)[O-])cc1 (stereo not given)
    3, 3, 3, 0.5, -13, 0, -5, 2, 0, -0.3
> COc1ccc(OC)c(NC(=O)N[C@H](Cc2ccccc2)C(=O)NN)c1
    5, -13, 2, 0.1, 8, -3, 0, 5, 0, -1.1
> CC(C)C[C@H]1CN(CCCC[C@H]2CNC(=O)C(=O)N2CCc2ccc(O)cc2)C(=O)C(=O)N1CCc1ccc(O)cc1
    3, -3, -5, -0.5, 4, -5, 1, -2, 4, .
> O=[N+]([O-])c1cccc(S(=O)(=O)NCCCN2CCOCC2)c1
    2, 6, 14, -0.3, 3, 3, -3, 10, -4, 1.9
> COc1ccc(CN2C(=O)c3ccccc3C2=O)cc1
    -6, 1, 10, -0.1, -10, 6, -3, 9, 2, 2.0
> Cc1ccc(S(=O)(=O)N2CCN(C(=O)C(C)Cn3cncn3)CC2)cc1 (stereo not given)
    -2, -1, 8, 0.2, 13, 0, -7, 13, -1, 2.5
> COc1ccc(C2C(C(=O)N3CCOCC3)=C(C)NC3=C2C(=O)CC(C)(C)C3)cc1O (stereo not given)
    0, -2, 2, 0.9, 4, 1, 0, -36, 2, -2.6
> CCCC(=O)Nc1nc2ccc(S(=O)(=O)N3CCCCC3)cc2s1
    5, 2, -21, 0.1, 4, -1, -4, -5, 3, -3.5
> O=C(COc1ccc2c(c1)OCO2)Nc1ccccc1C(F)(F)F
    0, -2, -5, -0.8, -8, 2, 6, 0, 6, 6.8
> O=C(NC1CCCCCCC1)C1CCN(c2nc3ccccc3o2)CC1
    -7, -8, -1, 0.4, 5, 8, 14, -3, 2, -1.8
> CCCCNC(=O)c1ccc(C)c(NC(=O)C2=C(C)OCCS2)c1
    -2, 2, 1, -0.1, 4, 6, 3, -1, 1, 0.3
> CCc1ccccc1NC(=O)CNC(=O)CCC(=O)c1cc(C)sc1C
    10, -1, -11, 0.2, 4, 2, -5, 12, -3, 0.3
> CCCOc1cccc(C2/C(=C(/O)c3ccc(OC)cc3)C(=O)C(=O)N2CCN(C)C)c1 (stereo not given)
    2, 0, -8, 0.0, 10, -5, -6, 12, 1, -0.3
> Cc1cc(Br)cn2c(Cc3ccsc3)c(-c3ccco3)nc12
    15, -3, 2, 0.1, -16, 18, 2, -11, 11, .
> Cc1cc2nc(-c3cccc(Br)c3)c(Cc3cccc(Cl)c3)n2c(C)c1Br
    40*, -19, 9, 1.2, -4, -5, 1, 1, -5, .
> CCCCN(C(=O)C1CCN(C(=O)c2ccccc2C)CC1)c1c(N)n(CCCC)c(=O)[nH]c1=O
    0, 1, 2, 0.4, -7, 2, -10, 5, 0, 0.8
> O=S1(=O)N=C2CCCCCN2C(c2ccc(Cl)cc2)N1 (stereo not given)
    1, 1, -9, -0.2, -10, -4, -7, 2, 0, -0.5
> CS(=O)(=O)NCCSCc1c(Cl)cccc1Cl
    1, -4, -10, -0.2, 0, 2, -2, 1, -2, 6.2
> Nc1cccc2c1C(=O)N(c1ccccc1)C2=O
    3, -5, 11, -37, 13, -9, 9, -306, -1, -0.1
> CCSc1nnc(NC(=O)CSc2nccn2-c2cccc(C)c2)s1
    -2, -12, 14, -0.1, 11, -5, -7, 3, -4, 0.5
> O=C(NC1CC2CCCC(C1)N2Cc1ccccc1)c1cccc(F)c1 (stereo not given)
    -4, -3, -6, -0.4, -6, -3, 3, -1, -2, 0.5
> C[C@@H]1[C@@H](c2ccccc2)c2cc3ccccc3nc2C(=O)C[C@@H]1C(=O)N1CCCC1
    10, -6, ., -0.4, ., -10, -3, -17, -21, .
> Cc1ccc(C)c(OCC(=O)Nc2nonc2NC(=O)COc2cc(C)ccc2C)c1
    13, -15, 5, 0.1, 15, -7, -8, 0, -3, -0.9
> Cc1cccc(NC(=S)NC2CC3CCCC(C2)N3Cc2cccs2)c1 (stereo not given)
    -3, -8, 6, -0.2, 12, -4, 0, -1, -1, -3.0
> CCSC1=C(C#N)C2(CCCC2)C(C#N)=C(N)N1
    14, -8, -13, 0.4, -7, -1, -6, -4, 0, 4.9
> CCOC(=O)c1[nH]cnc1C(=O)Nc1ccccn1
    2, -2, 18, -0.5, -3, 3, 2, -2, 4, -0.7
> CN(C)Cc1cccc([N+](=O)[O-])c1O
    -1, 1, 5, 0.1, 16, 4, 6, 2, 0, 0.1

# Results in NPR1 activator and rCAG binder, for four of the compounds above:
Structure	NPR1 activator	rCAG binder
O=C(NC1CC2CCCC(C1)N2Cc1ccccc1)c1cccc(F)c1 (stereo not given)	-2	-4
C[C@@H]1[C@@H](c2ccccc2)c2cc3ccccc3nc2C(=O)C[C@@H]1C(=O)N1CCCC1	-21	10
Cc1ccc(C)c(OCC(=O)Nc2nonc2NC(=O)COc2cc(C)ccc2C)c1	-3	13
Cc1cccc(NC(=S)NC2CC3CCCC(C2)N3Cc2cccs2)c1 (stereo not given)	-1	-3
